UPR XBP1 act: activators of adaptive arm of unfolded protein response (XBP1); CHO-XBP1 luciferase reporter, IRE1-XBP1 UPR activation, luminescence; percent of tunicamycin response, DMSO as zero; activation, % at 20 µM; 0.33% of 330,000 active;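 active = versus positive control, 20 µM dose yields 30% or more activation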;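 also: 100% = tunicamycin at 10 µg/mL and 0% = DMSO only wells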
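Assay system: CHO-XBP1 luciferase reporter cells; Schedule: 6 h treatment, 37 °C; Detection: glow luminescence from Steady-Glo reagent; Benchmarks: high control tunicamycin 10 µg/mL final, low control DMSO vehicle only.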
NR3A LBD binder: NR3A (human) ligand-binding domain modulation. 2.5% of 340,000 active. Tm shift relative to glycine control, % at 25 µM. NR3A LBD differential scanning fluorimetry, Tm shift; 0% = protein alone, 100% = glycine-bound protein. AID 1259313;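 active = melting temperature shift of at least 10% of the positive control shift, at one fixed dose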
TIM10 inh: TIM10 yeast growth inhibition; S. cerevisiae TIM10 strain growth, BacTiter-Glo luminescence, 24 h; inhibition, % at 10 µM; 1.4% of 330,000 active; AID 463195;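 active = inhibition of 40% or more at the single tested concentration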;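 also: wild-type TIM10 isogenic control strain grown at permissive 25 °C; 0% = DMSO yeast wells and 100% = minimal medium wells without yeast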
NLRP3 yeast inh: blocks the NALP3 inflammasome reconstituted in yeast | Yeast reconstituted NLRP3/ASC/caspase-1, beta-gal luminescence, 24 h | inhibition, % at 10 µM | 0.39% of 330,000 active | AID 2825;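 active = inhibition of 50% or more; inactive = inhibition below 50%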;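 also: plate controls were induced DMSO wells for no effect and uninduced yeast grown without galactose for full effect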
tim23-1 inh: growth inhibitors of tim23-1 mutant yeast; S. cerevisiae tim23-1 growth, BacTiter-Glo luminescence, 24 h; inhibition, % at 20 µM; 1.3% of 330,000 active; AID 463212;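 active = growth inhibition of the mutant yeast at or above 50%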;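 also: temperature-sensitive mutant grown at 25 °C; plate controls were DMSO-treated mutant yeast for no effect and medium wells lacking yeast for full effect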
tim10-1 inh: inhibits growth of tim10-1 mutant yeast. S. cerevisiae tim10-1 ts strain growth, BacTiter-Glo, 24 h. inhibition, % at 20 µM. 2.2% of 330,000 active. AID 463190;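 active = inhibition of at least 40%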;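 also: mutant grown at 25 °C; 0% = DMSO wells with yeast and 100% = wells holding no yeast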
UPR CHOP act: activators of apoptotic arm of unfolded protein response (CHOP). AID 449763. 0.34% of 330,000 active. activation, % at 10 µM. CHO-CHOP luciferase reporter, UPR activation, luminescence; percent of tunicamycin response over DMSO baseline;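 active = at 10 µM dose, activation of 40% or more, normalized to positive control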;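 also: 100% = tunicamycin at 10 µg/mL and 0% = DMSO alone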
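System: CHO CHOP reporter cells. Amount: 500 cells per well. Buffer or medium: F12 medium, 10% FBS. Compound dosing: one dose, 10 µM in 0.5% DMSO. Incubation: 6 h compound exposure at 37 °C after overnight seeding. Technique: Steady-Glo luciferase luminescence. Benchmarks: tunicamycin and DMSO controls.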
APJ agonist: APJ receptor agonism; P35414; CHO-K1 APJ PathHunter beta-arrestin, luminescence; 0% DMSO wells, 100% apelin; activation, % at 20 µM; 0.11% of 330,000 active;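 active = activation more than six SD over the plate average, tested at 20 µM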;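 also: 0% = DMSO alone and 100% = apelin-13 at 10 nM; some results filed as inactive read as strong as hits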
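Assay system: engineered CHO-K1 APJ arrestin reporter cells; Amount: 1000 CHO-K1 reporter cells seeded per well; Dosing: one dose, 20 µM compound, 1% DMSO; Times: compound stimulation 90 min at 25 °C, detection 60 min; Measured by: luminescent beta-gal fragment complementation, chemiluminescent substrate; Read-out: APJ–arrestin association signal; Controls: DMSO vs Apelin-13 10 nM.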
Mdm2 MdmX PPI: disrupts the human Mdm2-MdmX interaction | O15151+Q00987 | SaOS-2 split-luciferase Mdm2/MdmX complementation, luminescence | inhibition, % at 8 µM | 3% of 330,000 active | AID 485346;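 active = inhibition of at least 50% at 8 µM in the primary screen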
Target sequence (O15151 whole entry, looked up): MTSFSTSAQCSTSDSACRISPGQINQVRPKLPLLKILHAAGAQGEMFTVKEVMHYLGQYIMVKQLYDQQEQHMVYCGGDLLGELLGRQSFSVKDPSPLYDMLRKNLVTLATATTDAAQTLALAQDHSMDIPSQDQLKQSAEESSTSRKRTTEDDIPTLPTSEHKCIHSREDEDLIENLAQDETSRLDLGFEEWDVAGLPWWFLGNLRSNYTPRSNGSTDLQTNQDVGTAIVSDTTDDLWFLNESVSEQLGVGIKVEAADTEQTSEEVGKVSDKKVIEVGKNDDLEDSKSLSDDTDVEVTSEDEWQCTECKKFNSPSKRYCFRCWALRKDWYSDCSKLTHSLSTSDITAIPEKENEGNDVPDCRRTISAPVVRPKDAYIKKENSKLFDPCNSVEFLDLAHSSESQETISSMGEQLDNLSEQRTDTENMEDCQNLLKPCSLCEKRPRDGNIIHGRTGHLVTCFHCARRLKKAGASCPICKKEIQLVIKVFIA
Target sequence (Q00987 whole entry, looked up): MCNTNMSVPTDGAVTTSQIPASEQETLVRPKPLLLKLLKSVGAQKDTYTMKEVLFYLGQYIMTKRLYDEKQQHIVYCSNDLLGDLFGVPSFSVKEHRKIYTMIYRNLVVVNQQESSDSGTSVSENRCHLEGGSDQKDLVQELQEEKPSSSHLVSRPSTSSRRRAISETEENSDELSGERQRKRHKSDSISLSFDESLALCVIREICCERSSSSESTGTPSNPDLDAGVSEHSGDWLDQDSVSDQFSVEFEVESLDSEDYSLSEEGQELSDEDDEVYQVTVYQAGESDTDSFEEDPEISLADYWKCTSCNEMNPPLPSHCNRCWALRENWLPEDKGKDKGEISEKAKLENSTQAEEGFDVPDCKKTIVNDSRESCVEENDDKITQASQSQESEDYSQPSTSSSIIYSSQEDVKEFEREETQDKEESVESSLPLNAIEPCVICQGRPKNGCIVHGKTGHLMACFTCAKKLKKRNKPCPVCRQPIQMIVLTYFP
Numbers without * were called inactive; / = not tested or not shown.

SMILES	UPR XBP1 act	NR3A LBD binder	TIM10 inh	NLRP3 yeast inh	tim23-1 inh	tim10-1 inh	UPR CHOP act	APJ agonist	Mdm2 MdmX PPI
O=C(Nc1cccc(C(F)(F)F)c1)C1CCCN(S(=O)(=O)c2cnc[nH]2)C1 (stereo not drawn)	-1.4	1.2	5.4	-0.5	-3.5	9.3	-0.5	-2.1	-14.8
O=C(Nc1cccc2ncccc12)c1ccccc1Cl	-0.6	-1.2	-0.9	5.1	-2.9	-5.8	-1.3	-0.2	8.7
CN(C)c1ccc(/C=N/OC(=O)Nc2ccccc2Cl)cc1	-0.2	-1.6	-2.4	13.6	-14.5	15.7	3.1	9.7	39.4
Cc1ccc(S(=O)(=O)NCCOc2cc(C)ccc2C)cc1	-2.7	0.9	3.2	5.5	46.0	26.9	0.7	-0.9	17.7
O=C(COC(=O)c1ccco1)Nc1ccc2c(c1)OCCO2	0.0	0.9	-16.0	-2.6	1.1	-3.6	2.7	-1.8	2.6
Cc1cccc(NC(=S)/N=C(\N)Nc2nc(C)c3ccccc3n2)c1	2.0	0.9	32.8	18.9	35.3	44.1*	0.2	-1.2	20.1
Cc1ccc(CN2CCN(Cc3ccc4c(c3)OCCO4)CC2CCO)cc1 (stereo not drawn)	-0.6	-1.0	11.4	9.4	20.2	-3.4	-0.9	-3.4	5.7
CC(=O)Nc1cccc(N(C)C)c1	-3.5	4.1	-7.5	10.8	-3.9	-10.8	-2.8	4.0	-4.2
COc1ccccc1CN1CCCC(C(=O)N2CCCCC2)C1 (stereo not drawn)	-0.3	-1.1	17.3	4.6	11.7	6.7	-0.2	-2.4	8.4
CCOC(=O)c1ccc(NC(=O)Nn2cnnc2)cc1	-3.3	-0.4	-3.3	19.0	-5.8	-6.0	0.8	0.2	13.3
COc1ccc(S(=O)(=O)Nc2cc(C(C)C)c(O)cc2C)cc1	-1.5	2.1	7.0	-1.7	2.7	15.6	-1.1	2.3	15.7
O=C(CSc1ccccn1)Nc1ccc2ccccc2c1	2.0	/	-3.1	47.2	23.7	7.5	3.8	0.6	-47.4
Cc1cc(C(=O)c2ccc(Cl)cc2)c(NC(=O)CCl)s1	6.7	11.6*	8.0	-28.8	37.0	36.5	50.0*	3.3	66.8*
O=C(c1ccccc1C(F)(F)F)N1CCN(S(=O)(=O)c2ccccc2)CC1	1.4	0.6	22.3	5.4	16.4	24.7	0.0	-5.3	9.0
CC1CN(C(=O)COC(=O)c2ccc3ncsc3c2)CC(C)O1 (stereo not drawn)	-1.4	1.5	-7.3	8.2	3.2	-9.3	0.4	-7.0	18.6
COc1ccc(-c2nn(-c3ccccc3)cc2C=O)cc1[N+](=O)[O-]	-3.4	-1.4	2.1	20.1	13.3	-14.9	5.0	7.3	1.1
CCOC(=O)c1c(=O)n(O)c2ccc(C)cc2[n+]1[O-]	-4.5	-0.3	1.1	8.4	0.3	1.1	-0.3	-0.6	12.7
Cc1cccc(NC(=O)CSc2ccc(-c3ccco3)nn2)c1	-0.5	-3.1	15.2	15.8	29.6	16.8	3.8	1.8	-5.6
COc1cccc(NC(=O)Nc2ccccc2Br)c1	-1.2	1.4	8.3	17.9	-8.2	-4.6	4.2	-1.2	-10.6
CC(=O)COc1ccc2c3c(c(=O)oc2c1)CCCC3	2.7	1.4	7.5	15.2	20.6	13.2	0.7	-2.5	9.8

Single records, as listed above. Order of screens: UPR XBP1 act	NR3A LBD binder	TIM10 inh	NLRP3 yeast inh	tim23-1 inh	tim10-1 inh	UPR CHOP act	APJ agonist	Mdm2 MdmX PPI
Entry for COc1ccc(S(=O)(=O)Nc2cc(C(C)C)c(O)cc2C)cc1 = -1.5	2.1	7.0	-1.7	2.7	15.6	-1.1	2.3	15.7
Entry for Cc1cc(C(=O)c2ccc(Cl)cc2)c(NC(=O)CCl)s1 = 6.7	11.6*	8.0	-28.8	37.0	36.5	50.0*	3.3	66.8*

7 structures from above, sorted by molecular weight, ascending:
SMILES	UPR XBP1 act	NR3A LBD binder	TIM10 inh	NLRP3 yeast inh	tim23-1 inh	tim10-1 inh	UPR CHOP act	APJ agonist	Mdm2 MdmX PPI
CCOC(=O)c1c(=O)n(O)c2ccc(C)cc2[n+]1[O-]	-4.5	-0.3	1.1	8.4	0.3	1.1	-0.3	-0.6	12.7
O=C(CSc1ccccn1)Nc1ccc2ccccc2c1	2.0	/	-3.1	47.2	23.7	7.5	3.8	0.6	-47.4
COc1ccccc1CN1CCCC(C(=O)N2CCCCC2)C1 (stereo not drawn)	-0.3	-1.1	17.3	4.6	11.7	6.7	-0.2	-2.4	8.4
CN(C)c1ccc(/C=N/OC(=O)Nc2ccccc2Cl)cc1	-0.2	-1.6	-2.4	13.6	-14.5	15.7	3.1	9.7	39.4
COc1ccc(-c2nn(-c3ccccc3)cc2C=O)cc1[N+](=O)[O-]	-3.4	-1.4	2.1	20.1	13.3	-14.9	5.0	7.3	1.1
CC1CN(C(=O)COC(=O)c2ccc3ncsc3c2)CC(C)O1 (stereo not drawn)	-1.4	1.5	-7.3	8.2	3.2	-9.3	0.4	-7.0	18.6
COc1ccc(S(=O)(=O)Nc2cc(C(C)C)c(O)cc2C)cc1	-1.5	2.1	7.0	-1.7	2.7	15.6	-1.1	2.3	15.7

The list continues.
SMILES	UPR XBP1 act	NR3A LBD binder	TIM10 inh	NLRP3 yeast inh	tim23-1 inh	tim10-1 inh	UPR CHOP act	APJ agonist	Mdm2 MdmX PPI
COc1ccc(/C=C2/C(=O)OCc3cc(OC)c(OC)cc32)cc1	7.5	-0.3	-15.2	19.8	29.7	23.7	-1.5	-1.6	40.9
CCOC(=O)C1=C(Nc2ccc(Br)cc2)CC(C)(O)C(C(=O)OCC)C1c1ccccc1 (stereo not drawn)	-0.6	-5.2	-0.9	13.8	-11.1	23.5	0.8	-3.3	33.9
O=c1c2cc(-c3ccccc3)sc2nc2n1CCC2	-1.4	/	21.7	49.6	20.0	8.2	-0.8	2.5	-59.7
COc1ccc(NC(=O)C2CCN(S(=O)(=O)c3ccc4c(c3)CC(C)N4C(C)=O)CC2)c(OC)c1 (stereo not drawn)	-1.3	0.7	1.5	3.4	6.0	4.5	0.5	-4.6	28.5
CCOC(=O)c1ccc(N2CCN(C(C)=O)CC2)c(NC(=O)c2cccnc2)c1	-0.5	-1.0	-5.2	12.3	-8.1	3.7	1.5	-3.0	5.3
O=C(Nc1ccccn1)c1cc2ccccc2o1	-6.7	0.9	23.6	22.8	24.9	7.6	-7.3	-3.8	24.6
CC[C@]12c3[nH]c4ccc(Cl)cc4c3CCN1C(=O)[C@@H](CC(=O)NCCc1ccccn1)C[C@@H]2C(=O)N1CCN(C(=O)C2CC2)CC1	2.6	-0.2	3.0	/	34.8	-0.8	-0.1	/	10.7
O=C(NC1CCCCC1)C1CCN(C(=O)c2ccc(-c3ccccc3)cc2)CC1	-2.2	0.4	30.2	31.3	31.7	26.6	-0.3	-4.9	21.3
COc1c(C(=O)Nc2ccc(Br)cn2)ccc2ccccc12	-1.3	3.3	10.8	27.6	13.4	25.3	6.6	-1.6	-77.1
Cc1cccc(C)c1NC(=O)C[n+]1cc(-c2ccccc2)n2c1CCC2	-0.2	-0.9	-9.2	1.6	-0.6	-16.1	3.8	-2.3	0.0
O=[N+]([O-])c1ccccc1Oc1ncccc1[N+](=O)[O-]	4.6	1.4	-10.9	4.9	3.0	-2.7	0.7	2.4	1.3
COc1ccc(-n2c(SCC(=O)NCc3ccco3)nc3sc4c(c3c2=O)CCN(C)C4)cc1	-0.5	-1.4	-1.4	12.6	-1.9	-1.2	2.8	2.1	-3.5
CCN(CC(=O)Nc1c(F)cccc1F)C(=O)c1cccc(S(=O)(=O)NCc2ccccc2)c1	-2.8	-0.4	3.2	29.3	21.2	3.8	2.9	4.5	25.8
COc1cc(/C=C(/C#N)C(=O)Nc2ccc(Cl)cc2)ccc1Oc1nc(Cl)ncc1F	25.5	-0.5	15.2	2.0	16.2	27.6	33.6	4.1	35.0
CCOC(=O)c1sc2nc(CSc3ccccc3)nc(NCCN(C)C)c2c1C	1.8	-2.2	9.9	17.7	12.4	18.6	1.2	-2.0	51.2*
COc1cc(NC(=S)Nc2ccc3c(c2)OCCO3)cc(OC)c1OC	-0.8	4.8	28.2	5.7	17.7	7.2	2.3	-1.2	-7.6
COc1c(C)cc(S(=O)(=O)N2CCOCC2)c(C)c1C	-2.7	0.9	10.5	-8.5	6.8	9.4	2.7	-5.1	-3.2
O=C(COc1ccc2ccccc2c1)NNC(=O)C(=O)Nc1ccccc1	3.2	-7.1	-24.9	8.3	-14.3	-14.2	0.8	-1.4	53.1*
O=C(Cn1cc[n+](CC(=O)c2ccccc2)c1)c1ccccc1	-3.4	1.7	-3.1	10.0	6.2	-3.3	1.7	-4.2	15.6
CCCc1cc(=O)[nH]c2nnc(SCC(=O)Nc3nnc(SCC)s3)n12	-0.6	5.1	0.5	14.0	22.0	17.4	0.5	6.4	8.6
COc1ccc(C2CC(c3ccc(F)cc3)n3nc(NS(C)(=O)=O)nc3N2)cc1 (stereo not drawn)	-2.8	0.0	-3.1	-0.5	-9.9	-4.4	-1.4	-2.3	20.7
Cn1cc(Cl)c(C(=O)NNC(=S)Nc2cccc(Cl)c2)n1	0.7	-11.3	12.5	13.9	19.9	39.4	-0.1	-5.0	-0.1
CCCCOP(=O)(OCCCC)C(O)c1ccc(N(C)C)cc1 (stereo not drawn)	-4.5	-1.0	20.1	0.6	9.2	4.0	-1.7	0.5	9.4
Cc1ccc(SCC(=O)OCn2nnc3ccccc3c2=O)cc1C	-0.2	-1.6	25.7	1.2	67.0*	42.4*	-0.3	-2.4	7.5
CC(C)c1ccc(N(CC(=O)NCc2ccc(F)cc2)C(=O)c2snc(C(N)=O)c2N)cc1	0.8	0.5	-0.9	12.6	-3.3	-3.5	1.5	2.6	13.1
C/C(=N\Nc1nc2ccccc2[nH]1)c1cc2ccccc2o1	13.1	6.5	-24.4	36.9	-13.6	-8.1	2.0	2.9	-22.9
CCOC(=O)[C@@H]1[C@H]2COc3cc(OC)ccc3[C@@H]2N2C(=O)N(c3ccc(C(F)(F)F)cc3)C(=O)[C@@]12C	3.1	-0.3	18.9	11.8	25.4	11.7	-0.6	4.2	11.6
CC(C)C(OC(=O)c1cc2occc2n1C)C(=O)NCc1ccc2c(c1)OCO2 (stereo not drawn)	1.2	1.9	18.5	15.9	32.2	-18.0	-0.7	-6.4	-0.5

Some entries already given, limited to NLRP3 yeast inh.
| molecule | NLRP3 yeast inh |
| --- | --- |
| COc1ccc(C2CC(c3ccc(F)cc3)n3nc(NS(C)(=O)=O)nc3N2)cc1 (stereo not drawn) | -0.5 |
| Cn1cc(Cl)c(C(=O)NNC(=S)Nc2cccc(Cl)c2)n1 | 13.9 |
